# Assay outcomes: PubChem BioAssay, National Center for Advancing Translational Sciences (NCATS)
# AmpC no deterg = AmpC beta-lactamase inhibition without detergent. P00811. AmpC nitrocefin hydrolysis, absorbance 480 nm, 0.0001% Triton. Potency, µM (top dose mostly 57.1 µM), without a hit: top-dose activity change, negative = inhibition, most hits filed as inhibitors. 0.52% of 330,000 active. AID 485341;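 also: potency is read from the fitted curve at half-maximal effect; plate controls were no compound for no effect and no enzyme for full effect; nearly all actives have a fitted effect of over 20% in size; some results filed as inactive show a strong effect at the top dose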
# Target sequence (P00811 whole entry, looked up): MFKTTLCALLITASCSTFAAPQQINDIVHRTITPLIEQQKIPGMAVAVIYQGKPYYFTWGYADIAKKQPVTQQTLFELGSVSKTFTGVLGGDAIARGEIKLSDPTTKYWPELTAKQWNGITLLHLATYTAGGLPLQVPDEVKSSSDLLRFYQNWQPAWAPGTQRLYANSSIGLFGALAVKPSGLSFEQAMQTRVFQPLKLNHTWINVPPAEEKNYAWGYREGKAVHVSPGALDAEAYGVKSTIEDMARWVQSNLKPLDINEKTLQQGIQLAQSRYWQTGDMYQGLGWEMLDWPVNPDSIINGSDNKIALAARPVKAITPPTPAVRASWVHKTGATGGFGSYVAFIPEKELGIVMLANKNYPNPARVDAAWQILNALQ
#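 AmpC (5.3 nM in the dispensed reagent) in 20 mM phosphate pH 7.0 with 0.01% (detergent screen) or 0.0001% Triton X-100 was preincubated with compounds for 15 min at room temperature. Nitrocefin was then added from an 800 uM solution, and hydrolysis was followed at 480 nm.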
# Sm TGR block = blocks Schistosoma mansoni thioredoxin glutathione reductase. 3% of 360,000 active. purified TGR, DTNB reduction, TNB absorbance 405 nm. Potency, µM (highest dose often 114 µM), inactives show at the highest dose activity change, negative = inhibition, actives largely listed as inhibitors. AID 485364. Q962Y6; also: potency is read from the fitted curve at half-maximal effect; nearly all actives have a fitted effect of over 60% in size
#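 Kinetic colorimetric format: TGR-catalysed, NADPH-driven DTNB reduction monitored via TNB absorbance. Enzyme dispensed at 20 nM; compound exposure 15 min at room temperature before reaction start.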
# AmpC inh detg = blocks E. coli AmpC beta-lactamase in detergent assay | P00811 | 0.041% of 370,000 active | AmpC hydrolysis of nitrocefin, absorbance 480 nm, 0.01% Triton | Potency, µM (highest dose often 114 µM), for inactives: top-dose activity change, negative = inhibition, hits mostly inhibitors;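 also: potency is read from the fitted curve at half-maximal effect; 0% = no-compound wells and -100% = no-enzyme wells; nearly all actives have a fitted effect of over 25% in size; some results filed as inactive show a strong effect at the top dose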
#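 20 mM phosphate pH 7.0 + 0.01% (detergent screen) or 0.0001% Triton X-100; 5.3 nM AmpC reagent; cpd preinc 15 min RT; nitrocefin (800 uM stock) to start; A480 q20 s × 4 min; Activity was normalised to no-enzyme and no-compound control wells.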
# AMA1-RON2 inh = inhibitors of Plasmodium falciparum AMA1-RON2 interaction; AlphaScreen AMA1-biotinylated RON2 peptide binding; Potency, µM (highest dose often 58.2 µM), inactives show at the top dose activity change, negative = inhibition, usual class: inhibitors; 0.2% of 360,000 active; AID 720542;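 also: potency is read from the fitted curve at half-maximal effect; 0% = vehicle wells and -100% = peptide control; nearly all actives have a fitted effect of over 45% in size; some results filed as inactive show a strong effect at the top dose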
#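 AMA1 (3D7) with his tag at 25 nM final met compounds first, then biotinylated RON2 peptide at 25 nM; detection used donor plus acceptor beads, 10 µg/mL apiece, read by AlphaScreen after 30 min at room temperature.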
# HCMV antiviral = human cytomegalovirus inhibition | 4.5% of 410,000 active | HFF cells, HCMV-luciferase reporter, 72 h; stronger effect = lower value | AID 1259415 | activity change, negative = inhibition, % at 57.5 µM; in the data active = activity change below about -60%; inconclusive = no clear call, values can overlap the other calls; inactive = above about -39%
#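 Cell-based, HFFs, 1000 cells/well, 16 h 37C; cpds in DMSO + HCMV-luc, MOI 1 PFU/cell; 72 h 37C; OneGlo luminescence after 5 min RT; norm. to buffer vs Salinomycin 10uM.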
# Giardia FBPA inh = blocks Giardia fructose-bisphosphate aldolase activity; 0.71% of 290,000 active; Potency, µM (titrated, usually from 59.6 µM), for inactives: top-dose activity, negative = inhibition, usual class: inhibitors; AID 2451; A8B2U2; purified Giardia FBPA; also: potency is read from the fitted curve at half-maximal effect; nearly all actives have a fitted effect of over 55% in size
# Target sequence (A8B2U2 whole entry, looked up): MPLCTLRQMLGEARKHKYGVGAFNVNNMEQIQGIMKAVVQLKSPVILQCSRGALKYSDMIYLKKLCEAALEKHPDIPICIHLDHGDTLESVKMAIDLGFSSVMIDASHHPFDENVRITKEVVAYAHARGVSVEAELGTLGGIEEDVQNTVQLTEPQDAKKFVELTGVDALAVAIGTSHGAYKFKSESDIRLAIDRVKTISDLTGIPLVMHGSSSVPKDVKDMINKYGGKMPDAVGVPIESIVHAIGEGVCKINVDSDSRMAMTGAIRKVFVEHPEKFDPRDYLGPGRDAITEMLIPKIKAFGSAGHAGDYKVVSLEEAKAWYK
#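 Giardia FBPA (40 nM reagent) was preincubated 10 min at RT with compound (up to 57.5 uM final), then substrate plus GAPDH/TPI/NAD/arsenate coupling system with diaphorase/resazurin was added; resorufin fluorescence (525/598 nm) was read after 20 min.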
# Starred values were filed as active, the others as inactive; u = inconclusive; x = no result given; & = joins results of further samples; [ ] = another dose, or the depositor's remark. Unless noted, calls follow the shape of the dose curve; as a rule, active = well fitted curve in the direction sought with a large enough effect; inconclusive = small, poorly fitted or top-dose-only effect, or another doubt; inactive = no such curve, though single readings can be large; an effect the other way counts as inactive or inconclusive. Unless noted, % is scaled to controls: 0 for no effect and ±100 for the full control effect.
SMILES,AmpC no deterg,Sm TGR block,AmpC inh detg,AMA1-RON2 inh,HCMV antiviral,Giardia FBPA inh
O=C(NCC1(c2ccccc2)CCCC1)C(=O)NCC1(c2ccccc2)CCCC1,-9%,40µM*,u,2%,20,2%
CN=C1SC(C(=O)Nc2ccccc2Cl)CC(=O)N1c1ccc(OC(F)(F)Cl)cc1 (centres undefined),-3%,-3%,-3%,-2%,40,-1%
Cc1ccc(NC(=O)c2ccc(N3C(=O)C4CC=C(Cl)CC4C3=O)cc2)cc1 (centres undefined),-37%,-14%,1%,13%,-26,1%
CCOc1ccc(NC(=O)CCNC(=O)Cn2ccc3ccccc3c2=O)cc1,-27%,10%,3%,12%,x,3%
Cc1cc(N/N=C/c2ccccc2F)nc(NCc2ccccc2)n1,-55%,15%,4%,u,1,3%
CC1CCCCC1NC(=O)C1CCN(S(=O)(=O)c2ccc3c(c2)CCC(=O)N3)CC1 (centres undefined),-8%,2%,-2%,-10%,86,0%
CN(C)S(=O)(=O)c1ccc2oc(SCC(=O)Nc3ccccc3F)nc2c1,-19%,-7%,u,7%,98,7%
CC(=O)Nc1ccc(/C=C/c2nc3ccccc3[nH]c2=O)cc1,-13%,-13%,-10%,4%,13,-27%
Cc1ccc(N=Nc2ccc(O)c3ncccc23)cc1C,-25%,u,7%,83%[activator],-98*,-1%
O=C(CCCCn1c(=O)c2ccccc2n(CC(=O)Nc2ccc(F)cc2)c1=O)NCc1ccco1,-10%,1%,u,-1%,29,8%
CC(C)CCN(C(=O)CNC(=O)c1ccco1)C(C(=O)NC1CCCCC1)c1cccnc1 (centres undefined),27%,-3%,-9%,20%,-5,5%
Fc1ccc2c(c1)/C(=N/Nc1ccccn1)CCS2,-19%[11.4 µM],-5%,-13%,-23%,0,-9%
O=C(CN1C(=O)CSC1=O)Nc1ccccc1N1CCOCC1,-10%,12%,-17%,1%,10,1%
COc1ccc(N2CCN(CC(=O)NC(C)c3ccccc3)CC2)cc1 (centres undefined),-4%,15%,-11%,-3%,-11,6%
Cc1ccc(-n2cccc2/C=C2/C(=N)N3C(=NC2=O)SN=C3S(C)(=O)=O)cc1,-48%,-4%,u,-7%,-15,29%
CCC(=O)Nc1cc2c3c(c1)CCC(=O)N3CCC2,-15%,-10%,-1%,1%,-18,x
Cc1c(NC(=O)Nc2ccccc2)c(=O)n(-c2ccccc2)n1C,-16%,12%,0%,33%[activator],9,-9%
O=C(COC(=O)/C=C/c1ccc(Br)o1)NC1CCCCC1,-24%,13µM*,-11%,-1%,14,x
COc1cc(OC)cc(C(=O)N2CCN(Cc3ccccc3Br)CC2)c1,105%[activator],-11%,2%,u,65,u
CCOc1ccc(C(=O)N[C@H](C(=O)Nc2ccccc2OC)C(C)C)cc1,20%,-1%,3%,-8%,-14,4%
CCOc1ccc(-c2c(C(=O)N/N=C/C3CCCCC3)nnn2-c2nonc2N)cc1,-30%,0%,-8%,101%[activator],-9,9%
COc1ccc(C2C(C(=O)NCc3ccco3)CCC(=O)N2c2ccc(OC)cc2)cc1 (centres undefined),25%,-27%,-9%,5%,-37,4%
CC(C)c1ccc(CNC(=O)C2CC(=O)N(C3CCCCC3)C2)cc1 (centres undefined),114%[activator],4%,4%,4%,7,x
Cc1ccc(S(=O)(=O)N(CC(=O)Nc2ccc(C)cc2C)C(=O)N2CCN(C)CC2)cc1,-5%,3%,-13%,3%,-15,x
O=C(/C=C/c1ccccc1)NC(=S)Nc1ccc(CN2CCOCC2)cc1,9%,-24%,u,25%,-76*,19%
CCCCC1CCC(C(=O)NC2CCS(=O)(=O)C2)CC1 (centres undefined),-13%,-2%,u,0%,30,3%
COC(=O)c1ccc(Cl)cc1NC(=O)Nc1nnc(N2CCCC2)s1,x,3%,-5%,x,40,x
O=C(COC(=O)C12CC3CC(CC(O)(C3)C1)C2)Nc1cccc(Br)c1,0%,-18%,-15%,14%,-102*,x
COC(=O)c1sc(N(C)C)c(C#N)c1-c1ccccc1,-3%,0%,11%,1%,-7,12%
Cc1cc2oc(C(=O)Nc3ccc(S(=O)(=O)Nc4ncccn4)cc3)cc(=O)c2cc1C,x,1%,-4%,x,5,x
Cc1ccccc1S(=O)(=O)Cc1ccc(C(=O)N2CCN(c3ccccc3F)CC2)o1,53%,-10%,u,-8%,-34,-14%
COCCNC(=O)c1cc(S(=O)(=O)N(C)c2ccccc2OC)ccc1C,8%,1%,-5%,-14%,-37,-1%
O=c1c2cccnc2n(Cc2ccccc2F)c(=O)n1Cc1ccc(F)cc1,x,3%,22%,x,0,x
CC(C)(C)c1nnc2sc(SCC(=O)N3CCCCC3)nn2c1=O,-9%,x,x,-7%,-22,x
CCc1ccc(S(=O)(=O)Nc2c(C)nc3nc[nH]n3c2=O)cc1,-7%,4%,u,1%,-2,-20%
Cc1ccc(S(=O)(=O)N2CCCCC2CCNC(=O)C(=O)NCc2ccccc2C)cc1 (centres undefined),-11%,-1%,0%,-6%,1,x
CSc1ccc(CNC(=O)CCn2ccc3cc(S(=O)(=O)N4CCC(C)CC4)ccc32)cc1,x,4%,u,x,-7,x
O=C(COC(=O)c1ccccc1C(=O)c1ccccc1)c1ccco1,-21%,-31%,1%,-8%,-11,8%
O=C(NCC1CCCO1)c1cccc(S(=O)(=O)Nc2ccc(F)cc2)c1 (centres undefined),-13%,3%,2%,-6%,10,x
CCc1cccc(NC(=O)CN2C(=O)CN=C(c3ccccc3F)c3cc(Cl)ccc32)c1,x,13%,10%,x,-26,x
Cc1cc(S(=O)(=O)N2CCOCC2)ccc1OCC(=O)NCC1CCCO1 (centres undefined),2%,-4%,-11%,-6%,-14,-3%
O=C(C(Cc1ccccc1)n1cccc1)N1CCN(c2ccccc2)CC1 (centres undefined),13%,-18%,u,-28%,2,-5%
Cc1ccc(Cn2c(N/N=C/c3ccncc3)nc3c2c(=O)n(C)c(=O)n3C)cc1,76%[activator],24%,-1%,31%[activator],160,-28%
CCC(=O)N1CCc2cc(S(=O)(=O)NCCC(=O)Nc3ccc(CC)cc3)ccc21,x,-4%,2%,x,-13,x
O=C(Cn1cnc2cc([N+](=O)[O-])ccc2c1=O)Nc1ccccc1Cl,-25%,-15%,-7%,-1%,u,2%
COc1ccccc1C(=O)NCCC(=O)N1CCN(c2ccc(C(F)(F)F)cn2)CC1,135%[activator],0%,0%,-9%,-85*,x
CCN(CC)P(=S)(c1c(C)nc2ccccn12)c1c(C)nc2ccccn12,176%[activator],-10%,-1%,0%,-37,u
COc1ccc2c(c1)Sc1ccccc1N2,-27%,22µM*,u,16µM*,-81*,-12%
CCCCP(=O)(CCCC)CCP(=O)(c1ccccc1)c1ccccc1,3%,6%,-2%,-8%,40,9%
COc1ccc(OC)c(S(=O)(=O)CC(=O)c2cc3ccc(OC)cc3oc2=O)c1,-47%,-31%,-4%,5%,x,x

# Some entries already given, showing only Giardia FBPA inh, HCMV antiviral and AmpC no deterg.
compound	Giardia FBPA inh	HCMV antiviral	AmpC no deterg
Cc1cc(S(=O)(=O)N2CCOCC2)ccc1OCC(=O)NCC1CCCO1 (centres undefined)	-3%	-14	2%
O=C(C(Cc1ccccc1)n1cccc1)N1CCN(c2ccccc2)CC1 (centres undefined)	-5%	2	13%
Cc1ccc(Cn2c(N/N=C/c3ccncc3)nc3c2c(=O)n(C)c(=O)n3C)cc1	-28%	160	76%[activator]

# Other entries follow:
SMILES,AmpC no deterg,Sm TGR block,AmpC inh detg,AMA1-RON2 inh,HCMV antiviral,Giardia FBPA inh
CS/C(=N\S(=O)(=O)c1cccs1)Nc1ccc(N2CCOCC2)cc1,-14%,-3%,5%,2%&-4%,-4&-32,0%
O=C(N/N=C/c1c(O)ccc2ccccc12)c1cccnc1,-17%,u,-2%,37%[activator],-98*,-16%
COc1ccc(CNc2nc3nc(C)cc(C)n3n2)cc1,-8%,-8%,-13%,-3%,5,2%
CCc1nc(SCC(=O)N2CCN(C(=O)c3ccco3)CC2)c2c3c(sc2n1)CCCC3,0%,-22%,u,-22%,-35,8%
Cc1nc2n[nH]c(N)c2c2c1COC(C)(C)C2,-10%,-1%,u,7%,23,2%
Cc1cc(C)nc(SCC(=O)N(C)CC(=O)Nc2c(Cl)cccc2Cl)n1,-6%,4%,6%,-14%,-17,x
Cc1ccc(C)c(SCC(=O)Nc2cc(C)nn2-c2ccc(F)cc2)c1,-1%,0%,2%,x,x,-2%
Cc1c(C(=O)Nc2nc(-c3ccc(F)cc3)ns2)oc2ccc(Br)cc12,x,12%,18%,x,152,x
COc1ccc(N2C(=O)CCC2=O)c(OC)c1,-16%,8%,-15%,2%,36,3%
O=C(O)CN1C(=O)C2C3C=CC(C2C1=O)C1C(=O)N(CC(=O)O)C(=O)C31 (centres undefined),-6%,5%,0%,-13%,5,-4%
O=C(NCc1nc2ccccc2[nH]1)c1cccc(S(=O)(=O)N2CCCCC2)c1,-41%,9%,u,-7%,-10,-14%
Cc1cccc(CCNC(=O)c2cc3c(s2)-c2c(C)cccc2OC3)c1,x,2%,-2%,x,-20,x
CSc1ncc(Cl)c(C(=O)NCc2cccnc2)n1,-3%,-14%,-11%,-2%,-13,7%
C/C(=N\NC(=O)c1ccc(N(C)C)cc1)c1ccc(C)cc1C,-22%,-19%,-1%,17%,126,3%
Cc1nc(NC(=O)COC(=O)c2ccc(S(=O)(=O)N3CCc4ccccc4C3)cc2)c(Cl)cc1Cl,-15%,x,-7%,-1%,-3,-1%
Cc1ccccc1NC(=O)c1ccc2ccccc2c1,-25%,15%,-2%,-4%,48,16%
Cc1ccc(-c2noc(CCC(N)=O)n2)cc1,-9%,0%,u,-24%,4,1%
CC1=Nc2ccccc2N=C(NC(=O)CN2CCN(c3ccccc3)CC2)C1c1ccccc1 (centres undefined),-14%,-11%,-6%,10%,-14,-9%
CCN(CC(=O)Nc1cccc(OC)c1)c1ncnc2sc(C)c(C)c12,-13%,7%,-7%,-4%,-74*,8%
CCOC(=O)c1c(NC(=O)c2ccc(N3C(=O)[C@@H]4[C@H](C3=O)[C@H]3C=C[C@@H]4C3)cc2)sc2c1CCCC2,-13%,-4%,-11%,6%,6,3%
COc1ccc(CNC(=O)C2CCCN2S(=O)(=O)c2ccc(F)cc2)cc1 (centres undefined),14%,x,6%,14%,65,4%
C/C(=N\N1CCCCC1)c1c(O)[nH]c(=O)[nH]c1=O,1%,4%,9%,-4%,68,1%
Cc1nn(C)c(C)c1/C=C(/C(=O)C(C)(C)C)n1cncn1,2%,u,-1%,3%,-98*,3%
Cc1ccc(CSc2oc(-c3ccco3)nc2S(=O)(=O)c2ccc(C)cc2)cc1,x,-7%,16%,x,-18,x
CCOC(=O)c1sc(NC(=O)COc2ncnc3ccccc23)c(C(=O)OCC)c1C,-11%,3%,-1%,4%,u,0%
